Assay outcomes (PubChem BioAssay)
INS-1E GSIS act – GLuc luminescence reporter in INS-1E cells, primary screen for activators of glucose-dependent secretion of insulin. AID 743287. hit rate 0.61% among 370,000. activation, % at 16.6 µM. INS-1E GLuc reporter insulin secretion, 2-3 h;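 active means lowest replicate activation of at least 40%, so every replicate reaches that level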;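 further: 0% = median of neutral control wells and 100% = median of IBMX positive control wells; some compounds called inactive have numbers as strong as hits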
PAX8 inh HTS – inhibitors of PAX8 transcriptional activity in RMG-I cells; RMG-I TPO-luciferase reporter, SteadyGlo, 24 h; inhibition, % at 12.6 µM; hit rate 1.2% among 360,000; AID 652154;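 active means mean replicate inhibition at least 60% with every replicate also reaching 60%; inconclusive means only one of the two criteria is met; inactive means mean below 60% and not all replicates reaching 60%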;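 further: luciferase light reporting Pax8 driven TPO promoter activity; plate controls were median of neutral control wells for no effect and mitoxantrone controls for full effect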
DENV2 CPE – DENV2-induced cell death inhibition; DENV2-infected cells, cytopathic effect rescue, plate reader; CPE inhibition, % at 9.99 µM; hit rate 1.7% among 350,000; AID 651640; in the data active means CPE inhibition above about 20%, passing the limit was not always enough; inconclusive means no clear call, values can overlap the other calls; tested in BHK-21 cells;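 further: 0% = median of neutral control wells and 100% = median of positive control wells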
EWS-Fli inh – EWS/Fli transcriptional activity inhibition; A673 NR0B1-luciferase reporter, viability-normalised; inhibition, % at 12.6 µM; AID 651661; hit rate 0.67% among 350,000;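 active means mean inhibition of at least 50% after viability correction, with every replicate also passing that limit; inconclusive means mean reaches 50% but only one of two replicates passes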;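 further: firefly luciferase signal divided by Alamar Blue viability fluorescence both relative to DMSO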
F508del corr – correctors of CFTR F508del function in bronchial epithelial cells; AID 720511; CFBE cells, YFP halide quenching; stimulated with forskolin plus potentiator P3; % fluorescence drop versus neutral controls; activity (quench increase), % at 7.58 µM; hit rate 0.36% among 350,000;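 active means mean added fluorescence quench of at least 8% versus neutral control, with both replicates also reaching 8%; inconclusive means only one of the mean or replicate conditions met; inactive means mean below 8% and not both replicates reaching 8%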;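 further: cells transiently co-express mutant CFTR-F508del with the halide-sensitive YFP; corrector assay measuring rescue of mutant channel to the surface after 24 h compound exposure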
miR122 inh – miR-122 inhibition in Huh7 cells; Huh7 miR-122 Renilla luciferase sensor, 48 h; neutral wells = 0, positive control = 100; activation (reporter increase), % at 12.5 µM; hit rate 0.3% among 340,000;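 active means mean replicate activation score at least 90 and every replicate individually at or above 90; inconclusive means only one of the two criteria met; inactive means neither criterion met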;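 further: higher luciferase means less miR-122 activity so hits act as miR-122 inhibitors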
FN deposit inh – fibronectin deposition inhibition; AH1F fibroblasts, Alexa488-fibronectin deposition fluorescence, overnight; inhibition, % at 12.6 µM; hit rate 0.086% among 350,000; AID 743247;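 active means mean inhibition across replicates of 30% or more, regardless of how many single replicates reach that level; inconclusive means mean under 30% yet at least half of replicates reach 30%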;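 further: positive control wells lacked labelled fibronectin entirely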
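Material: AH1F fibroblast monolayer depositing Alexa488-labelled fibronectin into matrix | Input: 10000 AH1F cells/well | Medium: DMEM plus 2% serum, read in PBS | Reagent: Alexa488-fibronectin, 24 nM final in well | Compound dosing: One dose per compound, pinned | Schedule: 1 h adhesion, overnight exposure | Measured by: Fluorescence at 485 nm excitation, 525 nm emission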
Starred values were filed as active, the others as inactive; ? = inconclusive; / = no result given; [ ] = remark or other dose.

SMILES	INS-1E GSIS act	PAX8 inh HTS	DENV2 CPE	EWS-Fli inh	F508del corr	miR122 inh	FN deposit inh
O=S(=O)(c1ccc(N=C2NN=C(c3cc(F)ccc3F)CS2)cc1)N1CCOCC1	-12.3	89.8*	1.6	36.7	0.9	-3.7	-9.2
COc1cccc(CCNC(=O)c2cc(COc3cccc(OC)c3)on2)c1	-7.0	-61.9	6.9	-29.6	-4.6	/	/
COc1cc(C2C(C(=O)OC(C)C)=C(C)Nc3ncnn32)cc(OC)c1OC (stereo not drawn)	0.9	-2.6	6.9	-10.8	0.7	-8.4	-1.0
CN(C)c1cccc(CNC(=O)c2ccc3nc([C@H]4C[C@H](O)[C@@H](CO)O4)[nH]c3c2)c1	/	-20.0	-1.6	-0.1	-2.3	-2.0	4.3
COc1ccc(NC(=O)Nc2ccc3c(c2)CC(=O)N([C@H](C)CO)C[C@@H](C)[C@H](CN(C)Cc2ccc(C(=O)O)cc2)O3)cc1	25.9	/	2.8	-8.2	-1.6	5.0[16.7 µM]	/
OC(CN1CCCCCC1)CN(c1ccccc1)c1ccccc1 (stereo not drawn)	-12.3	9.0	9.6	11.0	3.0	-2.6	1.4
O=C(O)c1ccc2c(c1)C(=O)N(c1cc(C(=O)O)ccc1Br)C2=O	/	-10.3	/	/	/	2.8	-0.4
O=C(CSc1nc(-c2ccc(F)cc2)cc(C(F)(F)F)n1)NCc1cccs1	-3.9	-1.3	/	/	/	2.5	0.2
Cc1nn(C)c(C)c1S(=O)(=O)N(CC(=O)NCCCN1CC(C)CC(C)C1)c1ccc(C(C)C)cc1 (stereo not drawn)	19.8	4.0	-2.5	/	-3.3	-5.7	2.6
O=C(NC[C@H]1[C@@H](c2ccccc2)[C@H](CO)N1C(=O)C1CC1)NC1CCCC1	-0.6	-3.1	-2.7	5.1	-0.3	25.0[16.7 µM]	/
O=C(Nc1ccc(C(=O)O)cc1)/C(=C\c1ccc2c(c1)OCO2)NC(=O)c1ccco1	-14.1	-2.9	7.2	1.8	-1.4	-5.2	-23.4
O=C(NCCc1cccs1)c1cccs1	14.9	-149.9	1.0	-51.9	3.9	-6.5	3.7
Cc1oc(-c2ccccc2F)nc1CN1CCC(C(=O)NC2CCCc3ccccc32)CC1 (stereo not drawn)	/	-3.2	/	/	/	14.3	-7.2
O=[N+]([O-])c1ccc(/C=N/Nc2ccccn2)cc1	14.1	-76.8	8.7	-64.3	4.2	-3.9	13.8
O=C(Nc1ncccc1Cl)c1cc2ccccc2o1	1.5	-186.8	-5.0	/	1.9	0.8	-1.4
C/C=C/c1cccc(-c2nc(C(=O)NCc3ccccn3)cc3c2[C@H](CCO)N([S@@](=O)C(C)(C)C)C3)c1	-7.6	-6.3	-2.9	3.4	1.3	/	13.1
CO[C@H]1CN(C)C(=O)c2ccc(NS(=O)(=O)CC(F)(F)F)cc2OC[C@@H](C)N(C)C[C@H]1C	3.4	-3.9	4.8	0.1	2.0	/	-6.5
CCOc1ccc(S(=O)(=O)/N=C(/c2ccccc2)N(C)C)cc1	16.5	25.8	3.8	2.0	4.1	/	11.1
CO[C@H]1CN(C)C(=O)c2cc(NS(C)(=O)=O)ccc2OC[C@H](C)NC[C@H]1C	8.2	/	14.0	/	0.0	/	-12.7
Cc1ccc(NC(=O)CCCOc2ccccc2)cc1S(=O)(=O)N1CCOCC1	-43.7	7.1	1.1	1.9	-0.5	-3.4	0.3

Given with bars between the fields: 3 of the compounds above
SMILES | INS-1E GSIS act | PAX8 inh HTS | DENV2 CPE | EWS-Fli inh | F508del corr | miR122 inh | FN deposit inh
O=[N+]([O-])c1ccc(/C=N/Nc2ccccn2)cc1 | 14.1 | -76.8 | 8.7 | -64.3 | 4.2 | -3.9 | 13.8
O=C(Nc1ncccc1Cl)c1cc2ccccc2o1 | 1.5 | -186.8 | -5.0 | / | 1.9 | 0.8 | -1.4
C/C=C/c1cccc(-c2nc(C(=O)NCc3ccccn3)cc3c2[C@H](CCO)N([S@@](=O)C(C)(C)C)C3)c1 | -7.6 | -6.3 | -2.9 | 3.4 | 1.3 | / | 13.1

Next entries follow:
SMILES	INS-1E GSIS act	PAX8 inh HTS	DENV2 CPE	EWS-Fli inh	F508del corr	miR122 inh	FN deposit inh
O=S(=O)(c1ccc2ccccc2c1)N1CCN(S(=O)(=O)N2CCCCC2)CC1	28.4	/	/	/	/	18.6	8.8
COc1ccccc1C(c1nnnn1Cc1ccco1)N1CCN(c2cccc(C)c2C)CC1 (stereo not drawn)	/	20.0	/	/	/	36.4	1.5
Nc1ccc2oc(C3CCCCC3)nc2c1	-4.8	-75.7	-7.0	-25.4	-4.3	/	/
COC(=O)CC(C(=O)Nc1cc(C(=O)OC)cc(C(=O)OC)c1)N1CCN(C)CC1 (stereo not drawn)	2.9	/	/	/	/	-0.4	-3.8
C[C@H]1CN([C@@H](C)CO)C(=O)c2c(c3ccccc3n2C)-c2ccccc2CO[C@H]1CN(C)Cc1ccc(Oc2ccccc2)cc1	7.7	-15.6	9.0	10.8	-2.7	/	-6.6
C#CCN(C[C@H]1[C@H](OC(=O)NCc2ccccc2)[C@H](OC(=O)NCc2ccccc2)C[C@H]2C(=O)N(c3ccccc3)C(=O)[C@@H]12)S(=O)(=O)c1ccc(C)cc1	25.0	-18.9	-11.6	0.5	-1.8	3.0	1.3
CC1CCN(S(=O)(=O)c2ccc3c(c2)CCN3C(=O)C2CCC2)CC1	18.4	-4.1	3.1	2.1	-1.2	0.3	-8.8
C[C@H](CO)N1C[C@H](C)[C@H](CN(C)S(C)(=O)=O)Oc2ccc(NS(=O)(=O)c3ccc(Cl)cc3)cc2C1=O	-4.0	/	/	-0.9	-2.7	-2.8[16.7 µM]	/
O=C(Nc1ccnn1C1CCN(C/C=C/c2ccc(F)cc2)CC1)C1CCCC1	-11.1	14.4	-7.9	1.6	3.3	-7.5	-9.9
C[C@H](CO)N1C[C@H](C)[C@H](CN(C)Cc2ccc(C(=O)O)cc2)Oc2ncc(-c3ccc(C(=O)N(C)C)cc3)cc2C1=O	10.6	13.6	-6.2	-6.8	-0.8	-5.3[16.7 µM]	/
C[C@H](CO)N1C[C@H](C)[C@H](CN(C)C(=O)c2ccccn2)Oc2ncc(C3=CCCC3)cc2C1=O	-1.1	-6.3	0.2	-12.3	1.9	11.8[16.7 µM]	/
COc1ccc(CCN2C(=S)N(C)C(=O)C2CC(=O)Nc2ccc(OC)cc2)cc1 (stereo not drawn)	-48.0	-0.4	-0.8	7.4	1.9	-3.4	6.0
COc1ccc(NC(=O)N2CC(=O)N3[C@H](CO)[C@H](c4ccc(C5=CCCC5)cc4)[C@H]3C2)cc1	-11.4	/	-10.0	-7.1	-4.8	/	/
Cc1c(C(=O)N2CCOCC2)c(S(=O)(=O)Nc2cccc(C#N)c2)c(C)n1C	-1.5	11.3	-0.6	-0.6	0.8	-3.9	-4.5
CCCc1cc(=O)[nH]c(SCc2nc3ccc([N+](=O)[O-])cc3[nH]2)n1	1.6	-0.9	-2.8	11.8	0.4	/	1.1
COc1ccc(S(=O)(=O)Nc2ccc3c(c2)C(=O)N([C@@H](C)CO)C[C@@H](C)[C@@H](CN(C)S(=O)(=O)c2ccccc2)O3)cc1	-3.4	1.8	0.9	-9.7	-0.7	22.7[16.7 µM]	/
O=C(C[C@@H]1CC[C@@H]2[C@H](COC[C@H](O)CN2Cc2cccc(Cl)c2)O1)NCc1cccc(F)c1	-9.6	-7.8	-1.7	-19.3	-0.4	-5.0[16.7 µM]	8.9
O=C(c1cccnc1)N1CC(=O)N2[C@H](C1)[C@@H](c1ccc(-c3cccnc3)cc1)[C@@H]2CO	17.0	-19.0	-4.6	-8.4	0.2	/	/
Cc1ccc(F)c(S(=O)(=O)NC(=O)C2(C)CCN2C(=O)Cc2ccc(-c3ccccc3)cc2)c1 (stereo not drawn)	/	2.0	4.9	-5.6	-1.3	-0.3	2.2
CC1(Cc2ccccc2F)C(=O)Nc2c(Cl)ccc(Cl)c21 (stereo not drawn)	-5.8	8.5	6.0	-9.2	1.8	-4.4	-6.2
CCNC(=O)Cn1c(=O)c(=O)n(Cc2ccccc2)c2ccc(Cl)cc21	7.9	12.3	/	-46.9	/	-1.1	/
CCOc1ccc(C(=O)C(C)OC(=O)c2cnc(C)cn2)cc1 (stereo not drawn)	34.8	-32.4	-1.0	-3.4	-0.9	-0.8	/
CC1(C(=O)NS(=O)(=O)c2cccc(F)c2)CCN1C(=O)Cc1ccccc1 (stereo not drawn)	4.9	2.1	-7.1	0.2	-1.2	-0.5	-7.7
COc1ccc(C(Nc2ccccn2)c2c(NC(=O)c3ccco3)sc(C)c2C)cc1 (stereo not drawn)	8.5	-14.1	/	-1.7	0.3	/	6.1
COc1cc(/C=C2/SC(=S)N(Cc3ccccc3)C2=O)ccc1OS(C)(=O)=O	-2.5	10.6	-7.7	6.9	-0.7	5.2	10.8
O=C1CSC(c2ccccc2)N1CC(O)c1ccc([N+](=O)[O-])cc1 (stereo not drawn)	3.7	1.5	0.5	16.1	0.9	-6.2	/
CC(=O)c1c(OC(=O)c2cccc(Cl)c2)c2ccccc2n1C	0.0	23.4	?	22.5	-1.2	/	-28.6
COCC(=O)N(C)C[C@@H]1Oc2cc(C#CCC(C)C)ccc2S(=O)(=O)N([C@H](C)CO)C[C@H]1C	-4.8	/	-9.7	2.7	-4.1	-1.5[16.7 µM]	-9.4
C[C@@H]1CCCCO[C@@H](CN(C)C)[C@H](C)CN([C@H](C)CO)C(=O)c2cc(NS(=O)(=O)c3ccc(Cl)cc3)ccc2O1	-1.0	-5.6	?	28.7	2.3	5.6[16.7 µM]	/
O=C(NCCC(=O)N(CCc1ccccc1)Cc1ccccc1)c1ccccc1Cl	-22.8	5.8	3.5	-7.6	-2.6	5.1	-11.2
CC1(C)Cc2c(cnn2-c2ccc(F)cc2)C(NC(=O)CCN2CCCCO2)C1 (stereo not drawn)	-0.1	/	-5.6	3.6	-4.1	-1.6	5.5
Cc1cccc(N2CCN(C(=O)CCC(=O)N3Cc4ccccc4Oc4ncccc43)CC2)c1C	-41.0	32.3	1.2	4.7	-2.7	-2.9	-10.6
COc1ccc(CCNC2=C(Cl)C(=O)N(CCc3ccc(OC)c(OC)c3)C2=O)cc1OC	/	19.9	/	/	/	-1.1	1.6
C[C@@H]1CCCCO[C@H](CN(C)S(=O)(=O)c2ccc(Cl)cc2)[C@@H](C)CN([C@@H](C)CO)C(=O)c2cc(NS(=O)(=O)c3cn(C)cn3)ccc2O1	-19.3	-5.2	?	-3.0	0.3	-3.9[16.7 µM]	/
O=C(CCN1CCN(c2ccccc2)CC1)NNC(=O)Cc1ccccc1Cl	2.7	-6.4	-3.2	-8.0	0.7	0.3	-7.5
CCCC(NCC(=O)Nc1cc(S(=O)(=O)N2CCOCC2)ccc1OC)c1ccccc1 (stereo not drawn)	-42.8	15.8	-6.7	4.3	2.7	-0.8	-1.1
CN(C)CCNc1c2c(nc3ccccc13)CCC2	7.9	0.7	8.2	14.3	6.0	-5.3	9.3
N#C[C@H]1[C@H](c2ccc(C#Cc3ccccc3F)cc2)[C@@H](CO)N1C(=O)C1CC1	-0.8	12.2	-9.3	19.1	-2.5	/	6.1
COc1ccc(CC2S/C(=N/N=C/c3ccccc3O)NC2=O)cc1 (stereo not drawn)	9.2	-5.9	8.8	5.4	2.3	-0.7	3.2
Nc1ncnc2nc(SCCN3CCCCC3)[nH]c12	/	-11.7	/	/	/	-3.7	-6.2
COc1ccc(C(=O)NCc2ccco2)cc1S(=O)(=O)N1CCOCC1	10.0	10.7	3.7	5.1	-2.7	/	-2.8
